PTAP TSG101 blk: blocks PTAP/TSG101 interaction to inhibit HIV-1 budding | Q99816 | Fluorescence polarization, FITC-PTAP peptide / Tsg101 binding | Potency, µM (series often up to 115 µM), without a hit: top-dose activity change, negative = inhibition, hits mostly inhibitors | 340,000 tested, under 10 active; active means well fitted inhibition curve with a large enough effect in the main read-out, with a control signal flat, not every such curve was filed as active; inconclusive means small, poorly fitted or top-dose-only effect, or effect the other way, or a change in a side signal; inactive means no such curve, though single readings can be large or run the other way; further: potency means the concentration at half of the fitted maximal effect; % of control where 0% means no effect
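Compounds were pin-transferred onto Tsg101 binding domain (10 uM final) in HEPES pH 7.5 buffer, then FITC-PTAP peptide was added at 50 nM final. After 20 min at RT, polarization reported peptide displacement across a qHTS concentration series.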
MLL CXXC-DNA inh: inhibitors of human MLL CXXC domain-DNA interaction; Q03164; MLL-CXXC / FITC-HOXA9 DNA fluorescence polarization; Potency, µM (highest dose often 115 µM), for the others: at the top dose activity change, negative = inhibition, usual class: inhibitors; 290,000 tested, 0.037% active; active means well fitted inhibition curve with a large enough effect in the polarisation, with a control signal flat, not every such curve was filed as active; inconclusive means small, poorly fitted or top-dose-only effect, or effect the other way, or a change in a side signal; inactive means no such curve, though single readings can be large or run the other way; the % refers to the polarisation; further: potency means the concentration at half of the fitted maximal effect
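Purified MLL-CXXC (added from a 7 uM solution) was preincubated 5 min at ambient with pinned compounds in 50 mM Tris-HCl pH 7.5, 50 mM NaCl, 1 mM DTT, 0.05% BSA. Fluorescein-labeled HOX-A9 DNA (50 nM solution) followed, 30 min, then polarization read.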
ELG1 DNA repair: blocks ELG1-dependent DNA repair in HEK293T cells; HEK293T ELG1-luciferase reporter, luminescence, 16 h; DNA damage induced by 5-fluorouridine; Potency, µM (top dose mostly 46.1 µM), inactives show top-dose activity change, negative = inhibition, most hits filed as inhibitors; 330,000 tested, 2.3% active; AID 504467; further: potency means the concentration at half of the fitted maximal effect; on the % scale 0 is the no-effect control and ±100 the full control effect; nearly all actives have a fitted effect of over 55% in size
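Quantitative HTS, concentration-response format. 2,000 cells/well co-treated with 5-fluorouridine and compound, 16 hr in 5% CO2 at 37 °C; ONE-Glo luminescence read after 30 min.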
a7 integrin act: activators of alpha7 integrin expression for muscular dystrophy. alpha7betagal myoblasts, beta-gal FDG fluorescence, 48 h. Potency, µM (titrated, usually from 38.3 µM), inactives show at the highest dose activation, hits mostly activators. 350,000 tested, 0.064% active;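 further: potency means the concentration at half of the fitted maximal effect; 100% = response of the positive control SU9516; nearly all actives have a fitted effect of over 60% in size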
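Alpha7betagal+/- myoblasts (passage 13) were plated 16-24 hr, then exposed to compounds (1:260 dilution of DMSO stock) for 48 hours at 37C. After MPER lysis, β-galactosidase reporter activity was read as FDG fluorescence (ex 480/em 540) after 30 minutes.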
TRPV1 ag: human TRPV1 agonism | Q8NER1 | TRPV1-expressing cells, Fluo-8 calcium influx, agonist mode | activation, % at 8.33 µM | 320,000 tested, 0.19% active; in the data active means activation above about 80%; inconclusive means between about 30% and that limit; further: 0% is about no effect
Target sequence (Q8NER1 whole entry, looked up): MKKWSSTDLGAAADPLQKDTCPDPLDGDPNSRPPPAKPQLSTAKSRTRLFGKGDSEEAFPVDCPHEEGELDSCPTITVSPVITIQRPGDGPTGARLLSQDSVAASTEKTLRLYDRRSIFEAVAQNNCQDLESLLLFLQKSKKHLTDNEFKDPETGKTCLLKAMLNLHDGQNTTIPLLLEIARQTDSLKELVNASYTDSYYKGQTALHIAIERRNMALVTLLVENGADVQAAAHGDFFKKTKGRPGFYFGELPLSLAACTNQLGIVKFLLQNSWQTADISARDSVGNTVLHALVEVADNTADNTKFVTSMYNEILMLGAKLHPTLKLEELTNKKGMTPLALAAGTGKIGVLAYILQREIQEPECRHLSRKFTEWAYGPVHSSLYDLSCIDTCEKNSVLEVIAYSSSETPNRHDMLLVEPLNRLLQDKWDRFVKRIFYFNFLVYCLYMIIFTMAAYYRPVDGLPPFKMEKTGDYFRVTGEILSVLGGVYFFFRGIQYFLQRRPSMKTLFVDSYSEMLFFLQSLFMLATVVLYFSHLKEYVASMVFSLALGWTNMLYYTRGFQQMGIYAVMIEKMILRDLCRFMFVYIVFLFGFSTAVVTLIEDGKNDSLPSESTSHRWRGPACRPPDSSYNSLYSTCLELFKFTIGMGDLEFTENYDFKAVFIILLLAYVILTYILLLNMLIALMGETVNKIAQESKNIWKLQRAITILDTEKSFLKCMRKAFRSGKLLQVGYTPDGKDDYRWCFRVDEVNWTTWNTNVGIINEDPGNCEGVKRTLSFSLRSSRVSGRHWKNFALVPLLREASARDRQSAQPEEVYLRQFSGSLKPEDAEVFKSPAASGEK
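Fluo-8 calcium influx in TRPV1-expressing cells, kinetic read (ex 480/em 520 nm). Compound added and read 3 min for agonist activity, followed by capsaicin at EC20 final and 2 min further read for enhancement.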
BRCA1 expr act: increases BRCA1 expression; MCF7-BRCA1-FFLuc reporter, luminescence, 48 h; response scale: scaled: vehicle 0%, 10 µM genistein 100%; 380,000 tested, 1.1% active; Potency, µM (series often up to 46.1 µM), for inactives: at the top dose activation, actives largely listed as activators; further: potency means the concentration at half of the fitted maximal effect; nearly all actives have a fitted effect of over 80% in size; some results filed as inactive show a strong effect at the top dose
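MCF7 cells carrying a BRCA1-firefly luciferase reporter (2000 cells/well, phenol-red free MEM) were attached for 2 h at 37 °C, then given compounds for 48 h. Luminescence was read 15 min after luciferase reagent; activity normalized to genistein (10 microM) and DMSO.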
p53 reactivator: restores transcriptional activity of mutant p53; H1299 p53-A138V BP100-luciferase reporter, luminescence, 24 h; Potency, µM (highest dose often 92.2 µM), inactives show at the top dose activity change, positive = activation, most hits filed as activators; 320,000 tested, 0.063% active; AID 504706; further: potency means the concentration at half of the fitted maximal effect; % of control where 0% means no effect; nearly all actives have a fitted effect of over 45% in size
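H1299 (p53-null), stable ts p53-A138V + BP100-Luc; 1000 cells/well, Opti-MEM/10% FBS; cpd 4 pt, 1:5; 24 h, 37 deg C, 5% CO2; detection reagent 10 min RT; luminescence.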
TCR act: T cell receptor activation | primary human leukocytes, anti-CD3, IL-2 HTRF, 48 h | Potency, µM (doses to about 9.22 µM), inactives show at the highest dose activation of IL-2 secretion, most hits filed as activators | 330,000 tested, under 10 active | AID 504894; further: % of control where 0% means no effect
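Primary human leukocytes receive a-CD3 beads and test compound and are incubated 48 hr. Secreted IL-2 is then assayed by HTRF, measuring 665nm acceptor emission after 320nm excitation of the europium donor.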
B2AR arrestin: beta2AR (human) beta-arrestin recruitment activity; beta-arrestin recruitment to beta2AR, cell-based reporter; Potency, µM (top dose mostly 46.1 µM), for inactives: at the top dose activation, actives largely listed as activators; 330,000 tested, 0.02% active;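 further: potency means the concentration at half of the fitted maximal effect; 0% = DMSO controls and full agonism = EC100 isoproterenol or metaproterenol; nearly all actives have a fitted effect of over 65% in size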
AT treatment: potential ataxia-telangiectasia treatment; Potency, µM (doses to about 57.5 µM), without a hit: at the highest dose activation, actives largely listed as activators; AID 485349; 320,000 tested, 0.19% active; […] A-T fibroblasts, KAP-1 phosphorylation AlphaLISA; neocarzinostatin DNA damage 30 min before lysis; further: potency means the concentration at half of the fitted maximal effect; % of control where 0% means no effect; nearly all actives have a fitted effect of over 45% in size
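ATM-like activity read as KAP-1 phosphorylation via AlphaLISA donor/acceptor antibody pairs after lysis and 6 hr at 25C. Cells were ATM-null patient fibroblasts ([…], hTERT), dosed 60 min, then exposed to the DSB inducer NCS for 30 min.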
An asterisk follows results filed as active; ? = inconclusive; · = not tested or not shown; [ ] = remark or other dose. Unless noted, the call rests on the fitted dose curve; in most records, active means well fitted curve in the direction sought with a large enough effect; inconclusive means small, poorly fitted or top-dose-only effect, or another doubt; inactive means no such curve, though single readings can be large; an effect the other way counts as inactive or inconclusive.

Below each SMILES – PTAP TSG101 blk, p53 reactivator, ELG1 DNA repair, MLL CXXC-DNA inh, a7 integrin act, TCR act, AT treatment, TRPV1 ag, BRCA1 expr act, B2AR arrestin
> COc1ccc(/C=C2\N=C(C)OC2=O)cc1OC
  -2%, -1%, 6%, 8%, -35%, 0%, 1%, 3, 4%, -0.5%
> Cc1cc(C)nc(SCC(=O)c2ccc(F)cc2)n1
  -3%, -13%, 21%, -11%, 23%, ·, 5%, 3, 39%, -0.9%
> O=C(CSc1nnc(-c2ccccn2)n1Cc1ccccc1)Nc1ccc2c(c1)OCO2
  -7%, -8%, 21µM*, 16%, -28%, 0%, 6%, -4, -31%, -0.1%
> Brc1ccc(-c2ccccc2)cc1
  -3%, 3%, 14%, ·, ·, 2%, 4%, -4, 1%, 0.0%
> c1ccc(C2C/C(=N\N3CCOCC3)c3ccccc3O2)cc1 (centres undefined)
  0%, 19%, ?, 6%, -11%, 1%[46.1 µM], -5%, 6, -6%, 0.4%
> CCOC(=O)C1CCN(C(=O)c2cc3cc(C)ccc3[nH]2)CC1
  -1%, -40%[inhibitor], ?, 0%, 0%, ·, 11%, 1, 2.8µM*, -0.1%
> O=C(CSc1nnc(-c2ccco2)n1Cc1ccccc1)c1ccc(F)cc1
  -1%, ?, 6%, -9%, -6%, 3%, -7%, ?, 48%, -1.2%
> Cc1ccc(-c2nnc(SCC(=O)CC(=O)Nc3ccccc3)n2-c2ccccc2)cc1
  -3%, -1%, -11%, -2%, -1%, 1%, -1%, 7, -7%[1.84 µM], -0.2%
> CSc1ncccc1C(=O)OCC(=O)NCCc1ccccc1
  -1%, 3%, 8%, ·, -25%, 6%, 0%, ·, -1%, -0.2%
> CCS(=O)(=O)C1=NN2C(=N)/C(=C\c3ccc(OS(=O)(=O)c4ccccc4)cc3)C(=O)N=C2S1
  -16%, 0%, 24%, 0%, -6%, -3%, -5%, -1, 0%, 0.5%
> Cc1cc(C)n(-c2ccc(C(=O)OCC(=O)NC(c3ccccc3)c3ccccc3)cc2)n1
  -1%, 6%, 2%, -3%, 19%, 9%[46.1 µM], -8%, 3, -11%, -1.2%
> CCCCn1c(N)c(N(CC)C(=O)c2cnc(C)cn2)c(=O)[nH]c1=O
  -1%, 1%, 6%, ·, 0%, -8%, -1%, 3, -4%, -0.6%
> CC1CCCCC1NC(=O)Cn1nnc2ccccc2c1=O (centres undefined)
  2%, 4%, 9%, 4%, 9%, ·, 9%, 1, 15%, -0.1%
> Cc1ncc(CN2CCC(C(=O)Nc3ccc(Oc4cccnc4)cc3)CC2)cn1
  2%, -18%, 2%, 3%, 20%, ·, 1%, 0, -10%, 0.5%
> O=C(COC(=O)c1c(F)cccc1F)NCc1ccc2c(c1)OCO2
  -2%, 6%, 3%, ·, -12%, 2%, -5%, 5, 0%, 0.5%
> Cc1sc2nc(CSc3ncn[nH]3)[nH]c(=O)c2c1C
  3%, 0%, -14%, 0%, 1%, -2%, -7%, 2, 18%, 3.0%
> O=C(Cn1nc(C(F)F)cc1C1CC1)N1CCCC1
  -3%, 2%, 6%, -3%, -26%, 1%, 9%, 4, -4%, -0.2%
> CCc1ccc(OCCNc2cc(N3CCNC(C)C3)ccc2[N+](=O)[O-])cc1 (centres undefined)
  0%, ?, -4%, ·, -74%[inhibitor], -3%, -12%, -1, -21%, 0.1%
> NC1=NS(=O)(=O)NC1c1cccc(Cl)c1 (centres undefined)
  -5%, -8%, -5%, -9%, -7%, 1%, 4%, -1, 0%, 11%
> O=C1/C(=C\c2ccc(Br)cc2)SC(=S)N1NS(=O)(=O)c1ccccc1
  -5%, 2%, 9%, 6%, -15%, 7%, -2%, -2, 12%, -0.2%
> C=CCn1c(=N)n(CC(=O)c2ccccc2)c2ccccc21
  0%, -6%, 1%, -7%, 12%, -6%, 15%, 12, -40%, 0.9%
> CCN(CC)C(=O)CSc1nnc(-c2ccco2)o1
  0%, ?, ?, 2%, 22%, 4%[46.1 µM], ·, 1, ?, -0.3%
> CC(C)Cc1ccc(CN2CCCC(NC(=O)c3cccc(-n4cnnc4)c3)C2)cc1 (centres undefined)
  1%, -7%, ?, -3%, -35%, ·, -2%, -9, -28%, 0.1%
> CCCn1c(=O)n(C)c(=O)c2c(SCC(=O)NCC(c3ccccc3)N(C)C)nc(CC(C)C)nc21 (centres undefined)
  -1%, -17%, 0%, 5%, -39%[inhibitor], -5%, 24%, -5, -56%, -0.3%
> COc1cc2c(c(OC)c1CC=C(C)C)C[C@H](c1ccc(O)cc1O)CO2
  -4%, ·, ·, ·, 18%, -2%, ·, ·, -22%, ·
> CS(=O)(=O)Nc1ccc(C(=O)Nc2ccc(S(=O)(=O)Nc3nccs3)cc2)cc1
  ·, 13%, 0%, -2%, 10%, 0%, 0%, -6, 0%, 0.0%
> O=C(N/N=C/c1ccccc1F)c1ccccc1OCc1ccccc1
  -3%, 10%, ?, -1%, 9%, 3%, -6%, ?, -27%, 0.1%
> O=C(NCCCn1ccnc1)c1cccc(S(=O)(=O)Nc2ccc(Br)cc2)c1
  0%, -7%, 5%, ·, -17%, 3%, -5%, -2, -31%, 0.0%
> Cc1ccc(-c2n[nH]c(=S)n2/N=C/c2ccc(C)o2)cc1
  -3%, -7%, 1%, -2%, -2%, -5%[46.1 µM], -6%, 2, 2%, 1.7%
> C=CC[C@@H](CC(=O)N[C@H](CO)Cc1ccccc1)C(=O)NC[C@H](OC(=O)[C@@H](CC=C)Cc1ccc(F)cc1)c1ccccc1
  -2%, -2%, 4.6µM*, ·, -9%, -2%, 2%, ·, -55%, 0.5%
> O=C(Cc1ccccc1)Nc1ccccc1N1CCOCC1
  -3%, -5%, -1%, -3%, 5%, -1%, 11%, 2, -30%, 0.1%
> CCC(CC)c1nnc(NC(=O)Cc2cccs2)s1
  -2%, 1%, -3%, 1%, 10%, -4%, 0%, 3, -20%, 0.2%
> Cc1cc(=O)n(CC(=O)NCCN2CCOCC2)c2c1c(C)nn2-c1ccccc1
  -2%, -1%, 0%, -1%, 42%, -3%, 14%, 21, 11%, -0.3%
> CCOCCCNC(=O)C(NC(=O)Cc1cccs1)c1ccc(C)cc1 (centres undefined)
  1%, 3%, -3%, 0%, -14%, -5%, 1%, 1, -18%, 0.0%
> COc1ccc(CCNC(=O)CN(c2cc([N+](=O)[O-])ccc2OC)S(C)(=O)=O)cc1
  0%, -1%, 2%, 1%, -35%, -3%, -1%, 0, 0%, -0.4%
> COC(=O)c1cc2c(s1)CS(=O)C2 (centres undefined)
  0%, ?, ?, 13%, 15%, 1%, 2%, 4, -37%, -1.1%
> CCc1nc(N[C@H](C(=O)O)C(C)C)c2oc3ccccc3c2n1
  -5%, -3%, 0%, ?, 1%, 4%, 7%, -3, -4%, -0.3%
> CCN(CC)CCCNC(=O)CSc1nc(-c2cccs2)cc(C(F)(F)F)n1
  -3%, -3%, 4%, -2%, ?, 6%, 4%, 1, 5%, -1.2%
> COc1ccccc1NS(=O)(=O)c1ccc2c(c1)NC(=O)CC(=O)N2
  0%, 2%, -8%, 1%, 24%, -2%, -3%, 0, -17%, -1.1%

7 of the compounds above, tab-delimited.
mol	PTAP TSG101 blk	p53 reactivator	ELG1 DNA repair	MLL CXXC-DNA inh	a7 integrin act	TCR act	AT treatment	TRPV1 ag	BRCA1 expr act	B2AR arrestin
Cc1cc(=O)n(CC(=O)NCCN2CCOCC2)c2c1c(C)nn2-c1ccccc1	-2%	-1%	0%	-1%	42%	-3%	14%	21	11%	-0.3%
CCOCCCNC(=O)C(NC(=O)Cc1cccs1)c1ccc(C)cc1 (centres undefined)	1%	3%	-3%	0%	-14%	-5%	1%	1	-18%	0.0%
COc1ccc(CCNC(=O)CN(c2cc([N+](=O)[O-])ccc2OC)S(C)(=O)=O)cc1	0%	-1%	2%	1%	-35%	-3%	-1%	0	0%	-0.4%
COC(=O)c1cc2c(s1)CS(=O)C2 (centres undefined)	0%	?	?	13%	15%	1%	2%	4	-37%	-1.1%
CCc1nc(N[C@H](C(=O)O)C(C)C)c2oc3ccccc3c2n1	-5%	-3%	0%	?	1%	4%	7%	-3	-4%	-0.3%
CCN(CC)CCCNC(=O)CSc1nc(-c2cccs2)cc(C(F)(F)F)n1	-3%	-3%	4%	-2%	?	6%	4%	1	5%	-1.2%
COc1ccccc1NS(=O)(=O)c1ccc2c(c1)NC(=O)CC(=O)N2	0%	2%	-8%	1%	24%	-2%	-3%	0	-17%	-1.1%

Bioassay records as filed in PubChem.
